Screening data deposited in PubChem BioAssay by several laboratories.
Rpn11 block: Rpn11 (human) deubiquitinase inhibition; O00487; human 26S proteasome, Ub4-pepOG fluorescence polarization; 20S core pre-blocked with epoxomicin; calls only at 20 µM; actives 0.59% (n = 360,000);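 active = inhibition at 20 µM, scaled to each plate's controls, above about 33%, limit read from the data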
Target sequence (O00487 whole entry, looked up): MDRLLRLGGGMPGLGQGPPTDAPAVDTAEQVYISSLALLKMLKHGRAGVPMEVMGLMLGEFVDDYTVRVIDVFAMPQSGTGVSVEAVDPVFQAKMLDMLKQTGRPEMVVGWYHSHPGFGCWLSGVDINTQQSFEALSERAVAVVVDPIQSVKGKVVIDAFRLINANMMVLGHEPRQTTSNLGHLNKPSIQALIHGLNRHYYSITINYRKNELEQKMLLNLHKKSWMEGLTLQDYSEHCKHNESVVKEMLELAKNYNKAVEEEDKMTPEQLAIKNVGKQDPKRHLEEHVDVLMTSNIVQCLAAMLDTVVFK
Rin1 Abl inh: inhibitors of human Rin1-Abl protein interaction; TR-FRET Rin1/Abl binding, biochemical; inhibition, % at 7.35 µM; P00519+Q13671; actives 0.4% (n = 360,000); AID 588664; in the data active = inhibition above about 5%, passing the limit was not always enough
NadD block: NadD (S. aureus) enzyme inhibition | AID 602399 | inhibition, % at 20 µM | actives 0.78% (n = 360,000) | purified NadD enzyme, colorimetric absorbance read-out; in the data active = inhibition above about 26%; also: some compounds past the cut are filed as inactive
STEP inh: blocks human striatal-enriched tyrosine phosphatase. recombinant STEP, OMFP fluorogenic substrate, fluorescence. actives 0.25% (n = 360,000). AID 588621. P54829. inhibition, % at 20 µM;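 active = inhibition at 20 µM, scaled per plate between control wells, above about 37%, limit read from the data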;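 also: 0% = DMSO with enzyme and substrate and 100% = substrate only without enzyme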
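System: isolated STEP enzyme; schedule: 20 min enzyme reaction at room temperature, protected from light; medium: Bis-Tris buffer pH 6.0, 2.5 mM DTT, 0.005% Tween 20; signal: fluorescence, 480/540 nm; dosing: single compound dose of 20 µM, 1% DMSO final; also added: OMFP substrate, 25 µM final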
CSN deneddyl inh: blocks human CSN-mediated cullin deneddylation; Q92905; Purified CSN, SCF-Nedd8-OG deneddylation, fluorescence polarization; inhibition, % at 12.5 µM; actives 0.38% (n = 360,000); AID 651999;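 active = pattern-corrected inhibition above about 35%, with an unprinted fluorescence ratio check between 0.5 and 1.5, limit read from the data, passing the limit was not always enough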;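 also: 0% = enzyme with substrate and 100% = substrate without enzyme; some results filed as inactive read as strong as hits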
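Assay system: Purified human Csn5 enzyme expressed in HEK293T cells | Amount: Enzyme 0.24 nM | Measured by: Fluorescence polarization readout | Medium: Tris/NaCl/DTT buffer, pH 7.5 | Compound dosing: One concentration, 12.5 µM, 0.25% DMSO | Times: 90 min incubation of compound, enzyme and substrate at room temperature | Control set: no-enzyme wells high, enzyme-with-substrate wells low | Read-out: % inhibition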
Scp1 inh: blocks human Scp-1 phosphatase activity; AID 493091; inhibition, % at 20 µM; Recombinant Scp1, phosphopeptide, malachite green phosphate absorbance; actives 0.88% (n = 340,000);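 active = inhibition above about 50% at 20 µM, limit read from the data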;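 also: plate controls were DMSO wells with enzyme for no effect and wells lacking enzyme for full effect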
Target sequence (Q9GZU7 76-261 limits assumed): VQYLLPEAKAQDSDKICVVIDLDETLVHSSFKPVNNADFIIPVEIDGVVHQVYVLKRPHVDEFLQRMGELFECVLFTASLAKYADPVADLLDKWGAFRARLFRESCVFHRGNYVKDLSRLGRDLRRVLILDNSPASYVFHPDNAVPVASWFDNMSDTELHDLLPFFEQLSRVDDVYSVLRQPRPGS
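Incubation: 45 min enzyme reaction at room temperature / System: truncated SCP-1 phosphatase (76-261aa) / Reagent: Phospho 17-mer peptide substrate / Buffer or medium: Acidic Tris acetate buffer with magnesium and detergent / Signal: absorbance at 630 nm / Doses: one concentration, 20 µM, with 1.0% DMSO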
DNMT1 block: DNMT1 (human) enzyme inhibition. P26358. DNMT1 molecular beacon, Hinp1I cleavage, fluorescence. inhibition (reported as % activation of signal), % at 10 µM. actives 0.83% (n = 360,000); in the data active = inhibition above about 50%
SUMO1-SIM PPI: SUMO1-SIM interaction modulation; inhibition, % at 20 µM; P63165; actives 0.33% (n = 360,000); SUMO1 binding to a labelled peptide, TR-FRET, 1 h; in the data active = inhibition above about 37%
Target sequence (P63165 whole entry, looked up): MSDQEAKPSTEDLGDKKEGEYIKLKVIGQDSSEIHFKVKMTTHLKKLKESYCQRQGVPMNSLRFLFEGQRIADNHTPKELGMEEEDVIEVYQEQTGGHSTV
Neddyl block: cullin neddylation inhibition; calls only at 25 µM; AID 651699; TR-FRET cullin neddylation, biochemical; actives 0.58% (n = 360,000); in the data active = inhibition above about 36%
LMPTP inh: LMPTP (human) inhibition; P24666; recombinant LMPTP-A, OMFP fluorogenic substrate, fluorescence intensity; actives 0.22% (n = 360,000); inhibition, % at 20 µM;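 active = compounds that cut the enzyme signal by at least half of the control window in the single-dose screen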;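 also: plate controls were DMSO wells with enzyme plus substrate for no effect and substrate without enzyme for full effect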
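Assay system: LMPTP-A phosphatase enzyme | Input: 0.625 nM enzyme | Also added: Fluorogenic phosphatase substrate OMFP at 400 µM final | Compound dosing: One test concentration per compound, 20 µM, with 3% DMSO overall | Schedule: 50 min enzyme reaction at room temperature, protected from light | Signal: Fluorescence intensity | Benchmarks: no-enzyme and uninhibited controls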
Numbers without * were called inactive; i = inactive; x = not tested or not shown.

Short keys – A = Rpn11 block; B = Rin1 Abl inh; C = NadD block; D = STEP inh; E = CSN deneddyl inh; F = Scp1 inh; G = DNMT1 block; H = SUMO1-SIM PPI; I = Neddyl block; J = LMPTP inh
CCC(=O)N1CCN(c2ccc(Cl)cc2NC(=O)Cc2ccccc2)CC1
  A: i | B: 0 | C: 5 | D: 0 | E: -2 | F: -5 | G: 1 | H: -1 | I: i | J: -0.5
O=C(CSc1cccc[n+]1[O-])CSc1cccc[n+]1[O-]
  A: i | B: -1 | C: -1 | D: 1 | E: -7 | F: -6 | G: -1 | H: -1 | I: i | J: -1.0
Cc1ccc(C(=O)NCC(=O)N2CCCCCC2)cc1
  A: i | B: 0 | C: -11 | D: 2 | E: -3 | F: -1 | G: 1 | H: 1 | I: i | J: -0.1
FC(F)(F)c1nc2ncc(Cl)cc2[nH]1
  A: i | B: 0 | C: -1 | D: -1 | E: -3 | F: 1 | G: 1 | H: -2 | I: i | J: 0.4
CN(CCc1ccccc1)C(=O)c1ccc(NC(=O)Cc2ccc(NC(=O)C3CCN(C(=O)C4CCCC4)CC3)cc2)cc1
  A: i | B: 60* | C: -1 | D: 3 | E: -7 | F: 4 | G: -5 | H: 1 | I: i | J: -1.0
O=C(c1ccco1)N1CCN(Cc2c(F)cccc2Cl)CC1
  A: i | B: 2 | C: -4 | D: 1 | E: 1 | F: 2 | G: -1 | H: 4 | I: i | J: -0.6
O=C(Nc1cc2c3c(c1)CC(=O)N3CCC2)c1c(F)cccc1F
  A: i | B: 0 | C: 0 | D: 0 | E: 4 | F: -1 | G: -12 | H: -1 | I: i | J: 0.1
Cc1ccc(SCc2nnc(NC(=O)c3ccccc3)s2)cc1
  A: i | B: 0 | C: 1 | D: -2 | E: 4 | F: 3 | G: 12 | H: 0 | I: i | J: -1.4
Cc1ccc(C(=O)NNC(=S)NC(=O)c2ccco2)cc1
  A: i | B: -4 | C: 3 | D: 2 | E: -3 | F: -5 | G: 0 | H: 6 | I: i | J: -0.5
CC/C(=N\NS(=O)(=O)c1ccc(C)cc1)c1ccco1
  A: i | B: -3 | C: 0 | D: 0 | E: -2 | F: -5 | G: 0 | H: 2 | I: i | J: -1.0
CC(=O)c1ccc(-c2ccc(C(=O)NC3CCCCCC3)o2)cc1
  A: i | B: 0 | C: -4 | D: -4 | E: -12 | F: -3 | G: -4 | H: -3 | I: i | J: -0.2
Cc1cnc([N+](=O)[O-])n1CCOC(=O)NC(=O)c1cccc(F)c1
  A: i | B: -4 | C: 1 | D: 0 | E: 11 | F: 2 | G: 0 | H: -19 | I: i | J: 0.0
CCC1CCCCN1CCCNC(=O)CCCOc1cc(=O)n(C)c2ccccc12 (centres undefined)
  A: i | B: -2 | C: 0 | D: -1 | E: -5 | F: -5 | G: 6 | H: 1 | I: i | J: -0.7
O=C(CCCSc1nc2ccccc2[nH]1)N1CCN(c2ccccc2)CC1
  A: i | B: 7.0* | C: 4 | D: 2 | E: -5 | F: -4 | G: 3 | H: -2 | I: i | J: -0.3
COc1cccc(C(c2c(C)[nH]n(-c3ccccc3)c2=O)c2c(C)[nH]n(-c3ccccc3)c2=O)c1OC
  A: i | B: 6.4* | C: 17 | D: 1 | E: -9 | F: 10 | G: -12 | H: 8 | I: i | J: 3.6

The listing continues:
The line under a structure holds: Rpn11 block	Rin1 Abl inh	NadD block	STEP inh	CSN deneddyl inh	Scp1 inh	DNMT1 block	SUMO1-SIM PPI	Neddyl block	LMPTP inh
Cn1c(C(=O)OC(C(=O)NC2CCCCC2)c2ccncc2)cc2sccc21 (centres undefined)
  i	-5	3	3	-4	-3	-3	-6	i	0.1
COCCN(CCOC)c1nc(-c2ccc(C)cc2)nc2ccccc12
  i	-1	3	-2	4	-2	6	-4	i	15
CCCNC(=O)NC(C)C12CC3CC(CC(C3)C1)C2 (centres undefined)
  i	1	-5	-2	-2	-7	0	-3	i	-1.5
O=[N+]([O-])c1ccc(NC(=S)NCCc2ccc(F)cc2)cc1
  i	2	-4	4	-10	-16	4	-13	i	2.4
O=[N+]([O-])c1ccc(N2CCc3ccccc3C2)nc1
  i	-1	-3	3	1	-4	-6	-30	i	1.3
Fc1ccccc1CNC(=S)Nc1ccc(Cl)cc1
  i	-3	-8	0	-2	-12	12	-2	i	0.2
CCOC(=O)C1=C(C)NC2=C(C(=O)CCC2)C1c1coc2ccccc2c1=O (centres undefined)
  i	1	0	2	-1	-6	-1	-2	i	-1.2
Cc1ccc(C(O)CN2C3=NCCN3c3ccccc32)cc1 (centres undefined)
  i	1	-5	-4	2	-10	-1	-2	i	-0.1
C=CCOc1ccc(C[C@H](N)C(=O)NC[C@H]2O[C@@H](n3ccc(N)nc3=O)[C@H](O)[C@@H]2O)cc1
  i	-2	-2	0	-1	x	6	-4	i	-0.2

Individual results from the results shown.
Value for Cc1ccc(C(O)CN2C3=NCCN3c3ccccc32)cc1 (centres undefined) under STEP inh: -4
Value for C=CCOc1ccc(C[C@H](N)C(=O)NC[C@H]2O[C@@H](n3ccc(N)nc3=O)[C@H](O)[C@@H]2O)cc1 under CSN deneddyl inh: -1
Value for CCCNC(=O)NC(C)C12CC3CC(CC(C3)C1)C2 (centres undefined) under Scp1 inh: -7
Value for O=[N+]([O-])c1ccc(NC(=S)NCCc2ccc(F)cc2)cc1 under CSN deneddyl inh: -10
Value for Cn1c(C(=O)OC(C(=O)NC2CCCCC2)c2ccncc2)cc2sccc21 (centres undefined) under DNMT1 block: -3
Value for CCOC(=O)C1=C(C)NC2=C(C(=O)CCC2)C1c1coc2ccccc2c1=O (centres undefined) under DNMT1 block: -1
Value for Fc1ccccc1CNC(=S)Nc1ccc(Cl)cc1 under SUMO1-SIM PPI: -2

Limited to STEP inh and LMPTP inh, for 2 of the compounds above:
Molecule,STEP inh,LMPTP inh
O=[N+]([O-])c1ccc(N2CCc3ccccc3C2)nc1,3,1.3
Fc1ccccc1CNC(=S)Nc1ccc(Cl)cc1,0,0.2
